# Bioassay records (PubChem)
# TDP1 cell CPT – qHTS for Inhibitors of human tyrosyl-DNA phosphodiesterase 1 (TDP1): qHTS in cells in presence of CPT. chicken DT40 Tdp1-/-;hTDP1 cells + 20 nM CPT, ATP luminescence, 48 h. Potency, µM (doses to about 46.2 µM), inactives show at the top dose activity change, negative = growth inhibition, usual class: inhibitors. 420,000 tested, 12% active; further: nearly all actives have a fitted effect of over 55% in size
#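 Chicken DT40 Tdp1-/- cells stably complemented with human TDP1 were seeded at 400 cells/well in medium containing 20 nM camptothecin, exposed to pin-transferred compounds, and grown at 37 °C for at least 48 hr. Viability was read as ATP luminescence.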
# TDP1 cell noCPT – qHTS for Inhibitors of human tyrosyl-DNA phosphodiesterase 1 (TDP1): qHTS in cells in absence of CPT | DT40 Tdp1-/- hTDP1 cells, no CPT, ATP luminescence, 48 h | Potency, µM (titrated, usually from 46.2 µM), without a hit: at the highest dose activity change, negative = growth inhibition, actives largely listed as inhibitors | 420,000 tested, 15% active; further: nearly all actives have a fitted effect of over 55% in size
#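 Luminescent ATP content (CellTiter-Glo) served as the growth readout. Knockout chicken DT40 cells expressing human TDP1 were exposed to compounds without camptothecin for a minimum 48 hr at 37 °C.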
# GCN5L2 inh – qHTS Assay for Inhibitors of GCN5L2. Histone acetyltransferase KAT2A (Homo sapiens), Q92830. GCN5L2 HAT assay, ThioGlo1 CoA-SH fluorescence. Potency, µM (doses to about 58.9 µM), without a hit: at the highest dose activity change, negative = inhibition, usual class: inhibitors. 390,000 tested, 0.21% active
# Target sequence (Q92830 whole entry, looked up): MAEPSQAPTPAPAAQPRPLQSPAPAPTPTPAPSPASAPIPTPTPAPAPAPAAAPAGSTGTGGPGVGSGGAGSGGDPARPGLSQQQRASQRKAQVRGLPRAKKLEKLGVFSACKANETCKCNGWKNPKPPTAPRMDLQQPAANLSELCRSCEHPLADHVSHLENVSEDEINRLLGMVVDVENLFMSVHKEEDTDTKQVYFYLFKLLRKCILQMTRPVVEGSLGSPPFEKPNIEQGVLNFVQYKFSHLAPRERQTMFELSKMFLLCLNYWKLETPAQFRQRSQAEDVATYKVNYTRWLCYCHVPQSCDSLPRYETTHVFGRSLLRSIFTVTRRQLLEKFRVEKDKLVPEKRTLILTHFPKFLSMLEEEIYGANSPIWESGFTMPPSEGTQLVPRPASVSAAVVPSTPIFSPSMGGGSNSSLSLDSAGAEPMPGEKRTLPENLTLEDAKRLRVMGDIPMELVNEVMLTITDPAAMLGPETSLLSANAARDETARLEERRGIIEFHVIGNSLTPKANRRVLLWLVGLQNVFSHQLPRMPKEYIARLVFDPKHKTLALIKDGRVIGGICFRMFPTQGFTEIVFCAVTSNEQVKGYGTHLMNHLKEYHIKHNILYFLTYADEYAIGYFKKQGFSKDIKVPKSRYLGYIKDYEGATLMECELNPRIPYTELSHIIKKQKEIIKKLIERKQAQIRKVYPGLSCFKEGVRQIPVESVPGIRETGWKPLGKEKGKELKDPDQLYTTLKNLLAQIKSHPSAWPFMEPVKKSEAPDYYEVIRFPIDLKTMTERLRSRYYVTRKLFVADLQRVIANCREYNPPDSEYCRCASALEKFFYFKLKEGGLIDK
#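 Preincubate 20nM GCN5L2 with compound 15 min, RT → add 50uM ThioGlo1 + 75uM H3(1-25) + 70uM acetyl-CoA → read fluorescence 0 and 20 min. Primary qHTS; fluorescent artifacts likely.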
# Starred values were filed as active, the others as inactive; ? = inconclusive; · = no result given; & = joins results of further samples. The call rests on the fitted dose curve; in most records, active means well fitted curve in the direction sought with a large enough effect; inconclusive means small, poorly fitted or top-dose-only effect, or another doubt; inactive means no such curve, though single readings can be large; an effect the other way counts as inactive or inconclusive. On the % scale 0 is the no-effect control and ±100 the full control effect; potency means the concentration at half of the fitted maximal effect. A portion of the library; rates above refer to the full screens.
canonical_smiles | TDP1 cell CPT | TDP1 cell noCPT | GCN5L2 inh
N#C/C(=C/c1cn(Cc2ccccc2Cl)c2ccccc12)C(=O)Nc1cccc(Cl)c1 | -24% | ? | -3%
Clc1ccccc1-c1nc(-c2cccnc2)no1 | 1% | 0% | ·
N#Cc1ccccc1COC(=O)CCN=C1NS(=O)(=O)c2ccccc21 | 4% | -4% | -3%
N#CCSc1ccccc1NC(=O)CN1C(=O)C(=O)N(Cc2ccccc2)C1=O | 8% | 8% | -7%
CCn1c(SCC(=O)Nc2cc(C)c(Cl)cc2OC)nnc1-c1ccco1 | -24% | ? | 2%
O=C(NC1CCCC1)C(c1ccc(F)cc1)N(C(=O)c1csnn1)C1CCCC1 (stereo unspecified) | 4% | -10% | -3%
COc1ccc(/C=N/Nc2ccc([N+](=O)[O-])cc2)cc1Cn1cc([N+](=O)[O-])cn1 | ? | ? | 0%
Cc1noc(-c2ccccc2OCC(=O)Nc2ccccc2[N+](=O)[O-])n1 | ? | ? | -5%
O=C1NC(=S)SC1=C1CCCCCC1 | -10% | 1% | -8%
CCOC(=O)N1CCC(NC(=O)CS(=O)Cc2nc(-c3ccc(C)cc3)oc2C)CC1 (stereo unspecified) | ? | -15% | -1%
CCOC(=O)c1c(C)[nH]c(C(=O)COC(=O)c2c(CC)noc2C)c1C | ? | ? | -3%
COc1cccc(/C=N/Nc2ccc(C(=O)O)cc2)c1O | ? | 21µM* | -10%
CC1=NNC(=O)C1C(c1ccccc1)C(C#N)C#N (stereo unspecified) | -27% | -1% | 0%
O=C(NCc1ccccc1F)C1CCCN1C(=O)NCc1ccccc1 (stereo unspecified) | -1% | -1% | 4%
CCOCCCNC(=O)CCc1ccc(S(=O)(=O)Nc2ccc(C)cc2)cc1 | -15% | ? | -2%
CN(C)C(CNC(=O)c1cccc(S(=O)(=O)N2CCN(c3ccc(F)cc3)CC2)c1)c1ccccc1 (stereo unspecified) | 15µM* | 9.2µM* | ·
COc1ccccc1N1CCN(C(=O)Cn2ncc3c([nH]c4ccccc43)c2=O)CC1 | 4%&-22% | ? | -7%&0%
Cn1c2c(c(=O)n(C)c1=O)CN(Cc1ccco1)CN2 | 7% | 4% | 0%
O=C(CSc1nc2ccccc2o1)Nc1ccccc1N1CCOCC1 | ? | ? | -8%
CC(C)CN(C(=O)COC(=O)CCc1nc2ccccc2s1)c1c(N)n(Cc2ccccc2)c(=O)[nH]c1=O | 16µM* | ? | 1%
COc1cccc(-c2nc(CS(=O)(=O)CC(=O)Nc3ccccc3Cl)c(C)o2)c1 | ? | ? | -8%
COc1ccc(CN(CC(O)COCc2ccccc2)S(=O)(=O)c2ccccc2Br)cc1OC (stereo unspecified) | ? | 16µM* | -13%
CN(c1ccccc1)S(=O)(=O)c1cccc(NC(=O)CSc2nnc(N)s2)c1 | 8.2µM* | 8.2µM* | -1%
O=C(NCc1cccc(C(F)(F)F)c1)c1c[nH]c(=O)s1 | -5% | -24% | ·
c1coc(-c2nnc3sc(-c4cccs4)nn23)c1 | -4% | -14% | -15%
CC(C)(C)c1ccc(C(=O)N2CC(=O)Nc3ccc(F)cc3C2c2ccc(F)cc2)cc1 (stereo unspecified) | 26µM* | 18µM* | -18%
Cc1cccc(-n2c(=O)[nH]c3c(C(N)=O)nc(CC(C)C)nc32)c1 | -21% | -24% | 1%
COc1ccc(NC(=O)CCN2C(=O)c3ccc([N+](=O)[O-])cc3C2=O)c(OC)c1 | -11% | -8% | -4%
Cn1c(SCC(=O)Nc2cccc(S(=O)(=O)NC3=NCCCCC3)c2)nnc1-c1ccncc1 | -7% | -5% | -6%
CC(Sc1nc2ccccc2c(=O)n1CCc1ccc(S(N)(=O)=O)cc1)C(=O)NC(N)=O (stereo unspecified) | -23% | ? | -3%

# (further entries)
canonical_smiles | TDP1 cell CPT | TDP1 cell noCPT | GCN5L2 inh
CCCc1c(C(=O)Nc2ccc(F)cc2C)cnn1-c1ccccc1 | -28% | ? | -3%
Cc1cc(N/N=C/c2ccc(O)cc2O)nc(-c2ccccc2O)n1 | ? | ? | -6%
O=C(/C=C/c1ccco1)Nc1nc(-c2ccccn2)cs1 | 7.3µM* | 7.3µM* | -15%
COc1ccccc1NC(=O)c1cc2c(CO)cnc(C)c2oc1=Nc1ccc(OC)c(OC)c1 | 9.2µM* | ? | 3%
CCN(c1ccccc1C)S(=O)(=O)c1cc2c3c(c1)CCC(=O)N3CCC2 | ? | 2% | -5%
Cc1cccc(C)c1-n1nnnc1C1(C)CCC(=O)N1C1CCN(Cc2ccccc2)CC1 (stereo unspecified) | -7% | -14% | ·
Cc1ccccc1OCc1occc1C(=O)Nc1cccc(-n2cnnn2)c1 | 23µM* | 18µM* | -12%
COc1ccc(CNC(=O)CCc2nc(-c3ccccc3F)no2)c(OC)c1 | -19% | ? | -8%
Cc1cccc(OCC(=O)NNC(=O)CCCCC(=O)NNC(=O)COc2cccc(C)c2)c1 | 0% | 13% | -3%
COC(=O)Cn1c(=O)c2c(nc3n2CC(C)CN3CCc2ccccc2)n(C)c1=O (stereo unspecified) | ? | ? | -1%
CN(C)S(=O)(=O)c1ccc2oc(SCC(=O)c3c(N)n(C4CC4)c(=O)[nH]c3=O)nc2c1 | -8% | 4.1µM* | 0%
N#Cc1ccc(CN2CCC3(CCNCC3)CC2)cc1 | ? | 18µM* | -5%
CCc1nc2sc3ccccc3c(=O)c2c(=O)n1Cc1ccc(OC)cc1 | ? | ? | 0%
CCN(c1ccccc1)S(=O)(=O)c1cccc(C(=O)Nc2cccc(C)n2)c1 | 23µM* | 21µM* | ·
O=S(=O)(c1ccc2c(c1)OCCO2)N1CCC(n2nnc3cc(C(F)(F)F)ccc32)CC1 | ? | 16µM* | -8%
Cc1nc(N2CCN(C(=O)c3cnccn3)CC2)c2c3c(sc2n1)CC(C(C)(C)C)CC3 (stereo unspecified) | 0% | -26% | -3%
Cn1c(=O)n(C)c2cc(NC(=O)COc3ccc(F)cc3)ccc21 | ? | ? | -11%
C=C(C)COc1ccc(-c2[nH]ncc2-c2ccc(OC)cc2)c(O)c1 | ? | ? | -9%
O=C1c2ccccc2C(=O)N1CCCOc1ccccc1 | 7% | 7% | -11%
COc1ccc(OC)c2c(C)cc(N3CCN(C(=O)c4ccc(F)cc4)CC3)nc12 | ? | ? | ·
COc1ccc(NC(=O)C2=C(C)Nc3ncnn3C2c2ccc[nH]2)cc1 (stereo unspecified) | 2% | -10% | -8%
COc1ccc(C2CC(C(F)(F)F)n3nc(C(=O)O)cc3N2)cc1OC (stereo unspecified) | -11% | 5% | -4%
CCOc1ccc(C(=O)c2oc3ccccc3c2NC(=O)c2cc(-c3ccc(Cl)cc3)on2)cc1 | ? | -26% | -9%
CCOCC(=O)Nc1c(C(=O)OCC)oc2ccccc12 | -26% | -10% | -5%
CC12CC3CC(C)(C1)CC(C(=O)NNC(=O)c1ccncc1)(C3)C2 | -13% | 11% | -4%
COc1ccc(CCN2C(=O)N(c3ccc(OC)cc3)C(=O)C2CC(=O)Nc2ccc(OC)cc2)cc1 (stereo unspecified) | ? | ? | -18%
Cc1cccc(-c2nc(SCCCOc3cc(C)c(Cl)c(C)c3)n3[nH]c(=O)cc3n2)c1 | -12% | -15% | 4%
CSc1ccccc1NC(=S)Nc1cc(C)cc(C)c1 | -21% | ? | -1%
Cc1c(Cl)cccc1NC(=S)NCCN1CCOCC1 | ? | -11% | -3%
O=C(c1ccc([N+](=O)[O-])o1)N1CCN(Cc2ccccc2)CC1 | 15µM* | 26µM* | 0%

# The listing continues.
canonical_smiles | TDP1 cell CPT | TDP1 cell noCPT | GCN5L2 inh
Cc1ccc(C(C)n2cc(C(=O)NCc3ccncc3)nn2)cc1 (stereo unspecified) | -5% | -5% | -5%
CCOCCN(C(=O)c1ccccc1Cl)c1ccccc1 | 4% | ? | -1%
COc1cccc(C(O)c2nc(-c3ccccc3OC)cs2)c1 (stereo unspecified) | ? | ? | ·
Cc1cc(C)c(C)c(SCC(=O)Nc2oc(C)c3c(C)n[nH]c(=O)c23)c1C | ? | ? | -4%
O=C(NC1CCCc2c1cnn2-c1cc(F)cc(F)c1)c1ccc[n+]([O-])c1 (stereo unspecified) | -3% | -4% | -8%
O=[N+]([O-])c1cccc(C(=S)N2CCN(c3ccc(F)cc3)CC2)c1 | ? | -26% | -9%
CC(=O)Nc1ccc(S(=O)(=O)Nc2nc3ccccc3nc2Cl)cc1 | -14% | 1% | 1%
COc1cc(C=O)ccc1OC(=O)c1cccnc1 | 7% | 3% | 1%
CCCCCC/C(=N/O)c1ccccn1 | ? | ? | -6%
Cc1ccc(C2CC2c2n[nH]c(=S)n2-c2cccc(C)c2)cc1 (stereo unspecified) | ? | 16µM* | -7%
CCOC(=O)C1CCCN(C2CCN(Cc3nc(Cc4ccccc4)no3)CC2)C1 (stereo unspecified) | 12% | -10% | 2%
O=C(CSc1nnc(CNC(=O)c2ccccc2)n1-c1ccc(F)cc1)Nc1ccccc1F | -14% | -11% | -7%
CC1=NNC(=O)c2ccccc2O1 | -28% | -28% | -3%
CCN1C(=O)CC2CCCC1C2 (stereo unspecified) | -2% | -5% | ·
COc1cc(-c2csc(NC3CCCCC3)n2)cc(OC)c1OC | ? | ? | -7%
Fc1cnc(N2CCOCC2)nc1N1CCOCC1 | ? | -27% | -3%
Cc1csc(N2CCN(c3cc4c(cc3Cl)nc(-c3ccncc3)n4CCCN3CCCC3)CC2)n1 | ? | ? | 1%
O=C(CCS(=O)(=O)Cc1ccccc1)Nc1nnc(C(F)(F)F)s1 | ? | ? | 1%
Cc1ccc(C(=O)N2CCNC(=O)C2CC(=O)Nc2ccc(F)cc2)cc1C (stereo unspecified) | 10% | -7% | 2%
Cc1cc(C)c2nc(N3CCCC(C(=O)N4CCC(C(N)=O)CC4)C3)sc2c1 (stereo unspecified) | ? | ? | -6%
C=CCSc1nc2ccccc2n2cnnc12 | ? | ? | 6%
Nc1ccn(-c2ccccc2)c(=O)c1 | -6% | 5% | -4%
Cc1c(-c2ccc(Cl)cc2)[n+](=O)c(-c2ccccc2)cn1[O-] | -8% | ? | -1%
CCOc1ccc(-c2nnc(SCC(=O)NC3CCCCC3)nc2-c2ccc(OCC)c(OC)c2)cc1OC | -6% | -27% | 2%
CCn1c(-c2csc(C(C)C)c2)n[nH]c1=S | -14% | ? | -3%
CCCCC(CC)CNC(=O)CCS(=O)(=O)c1cccc2nsnc12 (stereo unspecified) | -13% | ? | -2%
CC1CCN(Cc2ccc(NC(=O)CC3Oc4ccccc4NC3=O)cc2)CC1 (stereo unspecified) | -9% | -6% | -4%
Cc1cc(C)n(-c2ccc3nncn3n2)n1 | 9% | ? | 3%
Cc1ccc(NC(=O)c2ccc(CNS(=O)(=O)c3ccc4c(c3)C(C)(C)C(=O)N4C)cc2)cc1C | 15µM* | 12µM* | -6%
CN(C(=O)c1ccc(C#N)cc1)c1nnc(-c2ccccn2)s1 | -8% | -8% | -1%

# Carrying on:
canonical_smiles | TDP1 cell CPT | TDP1 cell noCPT | GCN5L2 inh
O=C(CNc1ccc(Cl)cc1)c1ccc(Br)cc1 | 2% | -7% | 1%
Cc1ccc(OCc2ccc(C(=O)N3CCOCC3)cc2)cc1C | 16µM* | 21µM* | -7%
CCOC(=O)C1CCC(CN(Cc2ccc(Cl)cc2)S(=O)(=O)c2cc(Cl)cc(Cl)c2)CC1 (stereo unspecified) | 21µM* | 10µM* | -5%
CCc1nc(SCC(=O)Nc2ccccc2)c2c(=O)n(C)c(=O)n(C)c2n1 | -7% | -8% | 0%
Oc1ccc(/C=N/n2cnn(Cc3ccccc3Cl)c2=S)c(O)c1 | ? | -5% | -6%
COc1cc(NC(=O)CCN2CC(C)OC(C)C2)cc(OC)c1 (stereo unspecified) | 2% | -2% | -2%
CC1(C(=O)NCc2cccnc2)CCC(=O)N1CCc1ccccc1 (stereo unspecified) | 4% | 2% | 1%
COc1ccc(/C=C/C(=O)NC(=S)NNC(=O)c2cccnc2)cc1OC | -10% | -26% | -11%
COc1ccc(CCNC(=O)CNC(=O)N2CC(=O)Nc3ccccc32)cc1 | -14% | -17% | ·
CC(=O)Nc1ccc(CN(C)c2c(C)nc3ccc(C(=O)NCCCN4CCCC4=O)cn23)cc1 | -15% | -3% | ·
CCC[C@@]1(CCc2ccccc2)CC(O)=C([C@H](CC)c2cccc(NS(=O)(=O)c3ccc(C(F)(F)F)cn3)c2)C(=O)O1 | ? | ? | ·

# Not a retest: an excerpt of the list.
canonical_smiles | TDP1 cell CPT | TDP1 cell noCPT | GCN5L2 inh
CCOC(=O)C1CCC(CN(Cc2ccc(Cl)cc2)S(=O)(=O)c2cc(Cl)cc(Cl)c2)CC1 (stereo unspecified) | 21µM* | 10µM* | -5%
CCc1nc(SCC(=O)Nc2ccccc2)c2c(=O)n(C)c(=O)n(C)c2n1 | -7% | -8% | 0%
Oc1ccc(/C=N/n2cnn(Cc3ccccc3Cl)c2=S)c(O)c1 | ? | -5% | -6%
